Bioassay records (PubChem)
697 NFkB inh: lowers PMA/ionomycin-induced NF-kB signal in 697 B cells. 697 B-cell NF-kB luciferase reporter, 16 h. AID 435022. inhibition, % at 4 µM. 0.33% of 330,000 active; in the data active means inhibition above about 35%
EBI2 antag: antagonists of human EBI2 receptor; P32249; EBI2 beta-arrestin recruitment, luminescence, 7a,25-OHC stimulated; 0.81% of 360,000 active; inhibition, % at 5 µM; in the data active means inhibition above about 38%;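 further: enzyme fragment complementation signal reports receptor beta-arrestin coupling in cells; 0% = agonist plus DMSO wells and 100% = wells without agonist; some results beyond the cut were filed as inactive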
Target sequence (P32249 whole entry, looked up, the tested form may be a part): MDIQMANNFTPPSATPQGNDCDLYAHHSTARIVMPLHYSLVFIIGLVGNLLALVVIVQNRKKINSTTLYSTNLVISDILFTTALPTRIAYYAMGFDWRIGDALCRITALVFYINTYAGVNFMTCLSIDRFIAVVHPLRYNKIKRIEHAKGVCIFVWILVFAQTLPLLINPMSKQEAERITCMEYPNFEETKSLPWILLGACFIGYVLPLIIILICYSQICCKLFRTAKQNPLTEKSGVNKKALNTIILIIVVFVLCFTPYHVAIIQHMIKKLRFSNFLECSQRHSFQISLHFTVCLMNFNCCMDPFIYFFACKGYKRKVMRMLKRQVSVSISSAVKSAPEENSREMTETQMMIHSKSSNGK
CCR6 antag: CCR6 (human) receptor antagonism | 0.49% of 340,000 active | inhibition, % at 20 µM | P51684 | CHO-K1 CCR6 PathHunter beta-arrestin, luminescence, CCL20-stimulated | AID 493098;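 active means compounds whose inhibition of the agonist-driven luminescence signal at 20 µM reaches about 50%, limit read from the data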;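 further: cells stimulated with CCL20 at 14 nM final; plate controls were DMSO with CCL20 for no effect and DMSO without agonist for full effect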
Target sequence (P51684 whole entry, looked up): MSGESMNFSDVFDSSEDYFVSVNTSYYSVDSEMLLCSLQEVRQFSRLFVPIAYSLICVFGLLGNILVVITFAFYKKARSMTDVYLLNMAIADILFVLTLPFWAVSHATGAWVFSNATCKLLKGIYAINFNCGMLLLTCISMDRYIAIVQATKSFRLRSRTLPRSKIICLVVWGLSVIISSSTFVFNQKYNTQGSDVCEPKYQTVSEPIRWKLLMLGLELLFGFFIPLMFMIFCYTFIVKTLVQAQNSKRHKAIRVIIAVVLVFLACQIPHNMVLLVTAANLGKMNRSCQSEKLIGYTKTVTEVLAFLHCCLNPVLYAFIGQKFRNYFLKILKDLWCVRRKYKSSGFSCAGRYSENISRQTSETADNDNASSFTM
Mdm2 MdmX PPI: human Mdm2/MdmX binding inhibition | inhibition, % at 8 µM | O15151+Q00987 | 3% of 330,000 active | SaOS-2 split-luciferase Mdm2/MdmX complementation, luminescence;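 active means inhibition of at least 50% at 8 µM in the primary screen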
Jurkat NFkB inh: lowers PMA/ionomycin-induced NF-kB signal in Jurkat cells. 0.53% of 330,000 active. inhibition, % at 4 µM. PMA/ionomycin-induced NF-kB luciferase reporter, luminescence; in the data active means inhibition above about 50%
UPR CHOP act: apoptotic UPR (CHOP) activation | 0.34% of 330,000 active | CHO-CHOP luciferase reporter, luminescence; percent of tunicamycin response over DMSO baseline | activation, % at 10 µM;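 active means at 10 µM dose, activation of 40% or more, normalized to positive control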;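 further: 100% = tunicamycin at 10 µg/mL and 0% = DMSO alone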
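System: CHO-CHOP luciferase reporter cell line; amount: 500 cells/well; buffer or medium: F12 medium containing 10% fetal bovine serum; incubation: 6 h compound exposure at 37 °C after overnight seeding; measured by: luciferase luminescence after 10 min with Steady-Glo reagent; evaluation: % reporter activation, DMSO baseline versus tunicamycin full activation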
Gli-Sufu block: blocks Gli-Sufu signaling in a luciferase reporter; Sufu-KO-LIGHT fibroblasts, Gli luciferase reporter luminescence; inhibition, % at 5 µM; 0.74% of 340,000 active;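 active means inhibition above about 55%, limit read from the data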;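 further: 0% = DMSO-treated cells and 100% = wells with medium but no cells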
CXCR6 block: inhibitors of human CXCR6 receptor | O00574 | CHO-K1 PathHunter CXCR6 beta-arrestin, luminescence | inhibition, % at 20 µM | 0.36% of 360,000 active; in the data active means inhibition above about 34%, passing the limit was not always enough;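 further: antagonist mode with CXCL16 agonist at 10 nM final; 0% = 10 nM CXCL16 with DMSO and 100% = unstimulated wells without agonist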
Target sequence (O00574 whole entry, looked up): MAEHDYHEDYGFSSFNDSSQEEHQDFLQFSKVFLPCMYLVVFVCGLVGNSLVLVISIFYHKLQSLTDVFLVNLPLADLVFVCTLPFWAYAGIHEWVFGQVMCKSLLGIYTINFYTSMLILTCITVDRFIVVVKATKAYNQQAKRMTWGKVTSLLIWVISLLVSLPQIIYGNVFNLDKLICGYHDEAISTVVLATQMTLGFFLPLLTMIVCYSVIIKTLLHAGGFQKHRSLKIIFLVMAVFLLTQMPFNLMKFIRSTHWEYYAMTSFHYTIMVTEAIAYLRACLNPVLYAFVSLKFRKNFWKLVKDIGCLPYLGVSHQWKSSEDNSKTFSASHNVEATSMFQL
XBP1 UPR activ: adaptive UPR (XBP1) activation; CHO-XBP1 luciferase reporter, IRE1-XBP1 UPR activation, luminescence; percent of tunicamycin response, DMSO as zero; activation, % at 20 µM; 0.33% of 330,000 active; AID 463104;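 active means versus positive control, 20 µM dose yields 30% or more activation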;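 further: 100% = tunicamycin at 10 µg/mL and 0% = DMSO only wells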
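incubation = overnight seeding at 37 °C, 6 h compound treatment at 37 °C | assay system = CHO-XBP1 cells stably carrying IRE1-XBP1-driven luciferase reporter | input = 1000 cells per well | detection = luciferase luminescence | dosing = single point, 20 µM final compound, 1% DMSO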
Numbers without * were called inactive; . = not tested or not shown.

SMILES	697 NFkB inh	EBI2 antag	CCR6 antag	Mdm2 MdmX PPI	Jurkat NFkB inh	UPR CHOP act	Gli-Sufu block	CXCR6 block	XBP1 UPR activ
O=C(Nc1ccccc1-c1ccccc1)NC1CC2CCCC(C1)N2CCc1ccccc1 (stereo unspecified)	2	-4	-5	18	4	-0.7	7	-7	1
Cc1cc(C(=O)Nc2ccc3nc(C)sc3c2)c2ccccc2n1	6	-2	4	-13	7	0.8	8	-2	0
O=C(C1CC(=O)N(c2ccc3c(c2)OCCO3)C1)N1CCN(S(=O)(=O)c2cccc(F)c2)CC1 (stereo unspecified)	.	8	-2	.	.	.	0	-8	.
O=C(CCN1C(=O)c2ccccc2C1=O)NCc1ccc(F)cc1	-16	9	3	5	2	-0.1	-3	0	-2
COc1ccc(CNc2ncccn2)cc1OC	8	-6	0	15	15	-0.3	-2	2	-2
CCOC(=O)c1c(-c2ccc(C)o2)csc1NC(=O)CSc1nnnn1-c1ccccc1	-5	5	7	17	1	-1.4	-1	12	-4
Cc1nccn1CCCN1C(=O)CNC1=S	-7	-10	-1	-25	-2	-1.9	-4	6	0
CC(OC(=O)c1cc(=O)[nH]c2ccccc12)C(=O)NC1CCCCC1C (stereo unspecified)	-6	-2	13	-8	-11	2.6	0	-1	1
N=C1/C(=C/c2cccn2CCOc2ccccc2)C(=O)N=C2SC=C(c3ccccc3)N12	-9	41*	42	41	0	10	-1	20	2
Cc1cc(N)n(-c2ccccc2C)n1	4	-4	1	-6	0	-1.4	-3	-7	6
C#CCOc1ccc(/C=C2/C(=O)ON=C2C)cc1Cl	-5	13	7	-9	-23	0.7	1	0	-5
Cc1cccc(/C=N/NC(=O)c2ccc(NC(=O)c3ccccc3Cl)cc2)n1	4	-6	14	-15	-3	-0.4	5	0	1
CCCCn1c(O)c(N=Nc2ccccn2)c2ccccc21	-7	8	23	-16	3	2.4	13	3	0
CCOC(=O)N1CCN(S(=O)(=O)N2CCCC(C(=O)NCc3cccc(OC)c3)C2)CC1 (stereo unspecified)	-9	5	4	22	-6	-0.3	-3	6	-3
O=C(CN1CCN(c2cccc(C(F)(F)F)c2)CC1)N(C1CC1)C1CCS(=O)(=O)C1 (stereo unspecified)	19	-4	7	12	-2	1.0	5	7	1
COc1ccc(C(=O)N2CCC(n3nccc3NC(=O)C3CC3)CC2)c(OC)c1OC	1	-10	4	12	-8	2.6	1	5	-3
CCCn1ncc(CN2CCC(CO)(Cc3ccc(OC)cc3)CC2)c1C	-30	-8	5	2	-15	0.2	4	4	-4
OC(CN(c1ccccc1)c1ccccc1)Cn1cnc2ccccc21 (stereo unspecified)	-25	7	-14	11	3	0.0	4	-19	-2
C=CCC1(O)C(=O)N2C(=C1C(=O)N1CCOCC1)c1ccccc1CC2(C)C (stereo unspecified)	-4	-6	-6	-3	4	-1.0	1	5	2
N#CC(=C(O)COC(=O)Cc1c[nH]c2ccccc12)c1nc2ccccc2[nH]1	.	-2	18	.	.	.	-4	2	.
O=C(Nc1ccccc1)Nc1n[nH]c2nnc(-c3ccccc3)c(-c3ccccc3)c12	-2	-7	11	3	5	0.0	29	6	-2
COc1ccc(NC(=O)C2CCN(c3nc(C)nc4c3CCC4)CC2)cc1	-24	2	1	4	40	1.6	8	3	-2
Cn1nnnc1Sc1ncnc2scc(-c3ccccc3C(F)(F)F)c12	-60	42	10	39	-27	1.6	28	-3	7
Cc1cc(/C=C2\C(=N)N3N=CSC3=NC2=O)c(C)n1Cc1ccccc1	-69	3	5	-29	-7	1.6	-29	5	1
O=C(NCc1ccc(Cl)cc1)C(=O)Nc1nccs1	12	7	-8	3	3	-0.2	-8	-3	-2
Next part.
SMILES	697 NFkB inh	EBI2 antag	CCR6 antag	Mdm2 MdmX PPI	Jurkat NFkB inh	UPR CHOP act	Gli-Sufu block	CXCR6 block	XBP1 UPR activ
Cc1nc2scc(C)n2c(=O)c1S(=O)(=O)NCCc1ccccc1	9	-8	-9	7	9	1.2	-8	8	-4
Cc1nc2nc[nH]n2c(=O)c1CCOC(=O)c1ccccc1F	21	-4	-6	-2	-3	-0.6	6	0	-1
Cc1ccc2c(CN(C)Cc3cccc(Cl)c3)cc(=O)oc2c1C	-11	0	13	27	4	1.0	3	3	-1
COc1ccc(CNC(=O)C/C(C)=N/NC(=O)COc2ccccc2)cc1	7	0	2	18	6	1.2	2	1	-1
CN(Cc1ccc(Cl)s1)C(=O)CSc1nnc(C2CC2)n1C1CC1	-14	4	-2	-17	-28	-2.1	7	4	-4
O=C1CCC(C(=O)N2CCN(c3ccccc3)CC2)CN1CC1CCCCC1 (stereo unspecified)	-17	5	1	2	14	-1.5	11	2	-3
CC(Sc1nnc(-c2ccco2)n1C)C(=O)Nc1nccs1 (stereo unspecified)	-13	6	-12	-15	0	1.9	-12	-7	-2
COc1ccc(CN=C2NC(=O)CC(C(=O)Nc3ccccc3C)S2)cc1 (stereo unspecified)	10	-1	4	-15	2	-0.7	-26	-6	2
Cc1nc(/C(N)=N/OC(=O)c2ccccc2Cl)c(C(F)(F)F)o1	-16	6	-2	26	-35	5.3	-13	7	2
CC(=O)Cn1ncc(Br)c(Br)c1=O	.	2	0	.	.	.	-8	7	.
Cc1[nH]c2ccccc2c1CN1CCc2ccccc2C1	14	4	5	32	6	9.1	-11	-8	-3
N#C/C(=C\c1cccnc1)C(=O)Nc1ccc(SC(F)F)cc1	8	30	28	-14	12	5.3	5	14	-2
CCc1ccc(CN(C)C(=O)CCc2nnc(CCc3ccccc3OC)o2)nc1	-8	-3	25	-9	-17	2.4	5	-6	1
Cc1ccc(-c2nc(C#N)c(NCCN3CCCCC3)o2)cc1	4	-17	14	-25	-2	-1.0	8	4	0
O=C(C1COc2ccccc2O1)N1CCN(Cc2ccc(Br)cc2F)CC1 (stereo unspecified)	0	20	2	25	16	1.4	-6	-1	-2
CC(Oc1cccc(Cl)c1)c1ccnc2nc(/N=C/N(C)C)nn12 (stereo unspecified)	6	-9	17	22	11	-1.9	0	0	-1
O=c1c(-c2ccccc2)c(O)cc(-c2ccncc2)n1-c1ccc(Cl)cc1	-2	3	10	2	-10	-1.1	2	-5	-3
CCCNC(=O)C(=O)Nc1cc2c3c(c1)CCC(=O)N3CCC2	7	1	14	5	-7	2.6	8	0	-4
COc1ccc(CNC(=O)C(NC(C)=O)C(=O)Nc2ccc(OC)cc2)cc1 (stereo unspecified)	-43	1	6	-16	-14	1.3	-5	-17	-3
OCC[C@H]1C[C@H](O)[C@@H](O)[C@@]2(CCCCO2)O1	17	-11	1	-26	1	-2.7	8	-1	3
CCCSc1ccc([C@H]2N[C@@](CC(C)C)(C(=O)OC)[C@H]3C(=O)N(C)C(=O)[C@@H]23)cc1	-1	5	7	-5	-8	-0.2	-3	0	0
CC(C)c1ccc(N2C(=O)[C@@H]3Cc4ccccc4CN3C2=O)cc1	-20	-1	-11	5	-27	2.1	-38	7	3
CC1CCCC(C)N1C(=O)CN1C(=O)C(C)(C)Oc2ccc(C(=O)NC3CCCC3)cc21 (stereo unspecified)	22	-16	13	15	-5	0.5	8	-4	3
O=C(CSc1nnc(-c2ccccc2)n1-c1ccccc1)NCc1ccco1	0	2	14	17	-3	1.2	0	4	0
COC(=O)c1cc(NC(=O)C2(S(=O)(=O)c3ccc(Cl)cc3)CC2)cc(C(=O)OC)c1	7	-3	-3	7	-10	6.1	5	-2	-3

A different layout for some results above:
SMILES: CC(Oc1cccc(Cl)c1)c1ccnc2nc(/N=C/N(C)C)nn12 (stereo unspecified)
- 697 NFkB inh: 6
- EBI2 antag: -9
- CCR6 antag: 17
- Mdm2 MdmX PPI: 22
- Jurkat NFkB inh: 11
- UPR CHOP act: -1.9
- Gli-Sufu block: 0
- CXCR6 block: 0
- XBP1 UPR activ: -1
SMILES: O=c1c(-c2ccccc2)c(O)cc(-c2ccncc2)n1-c1ccc(Cl)cc1
- 697 NFkB inh: -2
- EBI2 antag: 3
- CCR6 antag: 10
- Mdm2 MdmX PPI: 2
- Jurkat NFkB inh: -10
- UPR CHOP act: -1.1
- Gli-Sufu block: 2
- CXCR6 block: -5
- XBP1 UPR activ: -3
SMILES: CCCNC(=O)C(=O)Nc1cc2c3c(c1)CCC(=O)N3CCC2
- 697 NFkB inh: 7
- EBI2 antag: 1
- CCR6 antag: 14
- Mdm2 MdmX PPI: 5
- Jurkat NFkB inh: -7
- UPR CHOP act: 2.6
- Gli-Sufu block: 8
- CXCR6 block: 0
- XBP1 UPR activ: -4
SMILES: COc1ccc(CNC(=O)C(NC(C)=O)C(=O)Nc2ccc(OC)cc2)cc1 (stereo unspecified)
- 697 NFkB inh: -43
- EBI2 antag: 1
- CCR6 antag: 6
- Mdm2 MdmX PPI: -16
- Jurkat NFkB inh: -14
- UPR CHOP act: 1.3
- Gli-Sufu block: -5
- CXCR6 block: -17
- XBP1 UPR activ: -3

Next part
SMILES	697 NFkB inh	EBI2 antag	CCR6 antag	Mdm2 MdmX PPI	Jurkat NFkB inh	UPR CHOP act	Gli-Sufu block	CXCR6 block	XBP1 UPR activ
Cc1nnc(SCCn2c(N3CCC(C)CC3)nc3c2c(=O)n(C)c(=O)n3C)s1	-4	-8	10	-17	-3	-0.2	6	-3	2
CC1(C)CC(=O)C2=C(C1)Nc1cc(Cl)ccc1S2	-30	4	1	-4	1	-0.1	0	-6	0
CSCCC(NC(=O)c1ccccc1Cl)C(=O)N1CCC1 (stereo unspecified)	4	-13	3	15	13	-0.7	-6	0	-2
COC(=O)c1ccccc1N(C)C(=O)C12CCC(C)(C(=O)O1)C2(C)C (stereo unspecified)	14	-10	-1	24	2	0.1	1	0	1
Clc1ccc(-n2ncc3c(NCc4cccs4)ncnc32)cc1	-100	-2	-11	-64	-92	3.7	-97	-10	1
Cc1nn(-c2cc(Cl)ccc2N)c(=O)c2ccccc12	8	-18	6	23	8	-1.2	-24	-6	2
CCOc1ccc(S(=O)(=O)NCC2CCCO2)cc1NC(=O)c1ccccc1F (stereo unspecified)	0	5	4	43	0	4.2	-16	10	2
O=C(Nc1c(F)cc(F)cc1Br)c1ccco1	28	-10	-2	-3	4	-1.6	1	4	0
OCCN(Cc1ccccc1)C(=S)Nc1ccc(Cl)cc1Cl	-2	2	15	-1	-1	-0.4	-4	7	-2
CS(=O)(=O)N(CCc1ccccc1)CC(=O)N1CCN(c2ccc(F)cc2)CC1	-13	-5	-5	-4	-10	-0.2	-9	-1	-4
CC(=O)c1ccc(NC(=O)c2ccc3c(c2)C(=O)N(c2ccccn2)C3=O)cc1	3	-11	6	2	-4	-1.1	-2	7	-3
CCOC(=O)c1[nH]c2cc3c(cc2c1NC(=O)CN1CC(C)CC(C)C1)OCO3 (stereo unspecified)	12	-2	7	18	-14	0.5	-21	11	-4
CC(=O)C1=C(C)Nc2ncnn2C1c1ccccc1OCc1ccccc1 (stereo unspecified)	10	9	-2	24	9	-1.2	16	-6	-3
COc1ccc(N2CC(C(=O)N3CCC(c4nc5ccccc5[nH]4)CC3)CC2=O)cc1 (stereo unspecified)	9	1	1	7	4	-1.1	-13	0	-3
CN(C)C(CNC(=O)CCOc1ccccc1)c1ccco1 (stereo unspecified)	15	-4	20	26	6	0.6	1	1	1
Nc1nc(SC23CC4CC(CC(C4)C2)C3)ns1	-18	13	-4	-30	-28	1.0	-7	-2	4
Cc1cc(C)nc(Nc2n[nH]c(-c3ccccc3C)n2)n1	-59	3	11	-46	-65	2.6	-57	-5	11
COc1ccc(CN2CCC(CO)(Cc3cccc(C(F)(F)F)c3)CC2)cc1Cn1cccn1	-3	2	22	37	11	-1.2	2	-12	-3
